DRD3 antagonist: blocks the human D3 dopamine receptor | P35462 | D3R cells, DiscoveRx beta-arrestin luminescence, antagonist mode; active compounds read low | max response, negative = inhibition, % | 360,000 tested, 2.5% active | AID 652054; in the data active means max response below about -50%; inconclusive means no clear call, values can overlap the other calls; further: on the % scale 0 is the no-effect control and ±100 the full control effect; mostly tested at two doses, the higher about 12 µM
Target sequence (P35462 whole entry, looked up): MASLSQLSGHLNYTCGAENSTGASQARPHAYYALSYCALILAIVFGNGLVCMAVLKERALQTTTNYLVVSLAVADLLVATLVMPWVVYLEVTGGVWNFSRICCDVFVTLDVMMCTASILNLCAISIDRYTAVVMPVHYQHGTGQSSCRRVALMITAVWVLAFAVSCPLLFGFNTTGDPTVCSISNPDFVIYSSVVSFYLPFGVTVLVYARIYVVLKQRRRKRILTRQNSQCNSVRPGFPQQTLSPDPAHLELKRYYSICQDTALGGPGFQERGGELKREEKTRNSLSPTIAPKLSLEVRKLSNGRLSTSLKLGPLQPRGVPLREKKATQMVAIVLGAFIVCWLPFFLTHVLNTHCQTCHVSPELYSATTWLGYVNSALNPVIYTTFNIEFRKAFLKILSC
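Cells plated overnight at 1500 cells/well, then exposed to library compounds with dopamine controls for 90 minutes at 37 degrees C. DiscoveRx reagent added for 30–60 minutes at room temperature; luminescence read, quantitative HTS format.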
HT1080 IDH1KD tx: toxicity to HT-1080 IDH1 knockdown cells (counter line); Potency, µM (top dose mostly 46.1 µM), for the others: at the highest dose activity, negative = toxicity, hits mostly cytotoxic; HT-1080 IDH1 knockdown viability, ATP luminescence, 48 h; 360,000 tested, 2% active; AID 686971;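 further: potency means the concentration at half of the fitted maximal effect; 0% = DMSO wells and -100% = cell-free medium wells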
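Assay cells: HT-1080 with IDH1 knockdown, 750 per well, RPMI/5% FBS. Exposure: 48 h at 37 °C following 2 h pre-incubation. Read: CellTiter-Glo luminescence; fitted concentration-response, curve class assigned.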
SW480 rereplic: induces DNA re-replication in SW480 colon adenocarcinoma cells | SW480 DNA re-replication, Hoechst DNA content imaging, 48 h | Potency, µM (highest dose often 46.1 µM), without a hit: at the top dose re-replication activation, most hits filed as activators | 340,000 tested, 1.8% active; further: potency means the concentration at half of the fitted maximal effect; % of control where 0% means no effect; nearly all actives have a fitted effect of over 55% in size
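Compounds, transferred as 23 nL by pin tool, were incubated with cells for 48 hr; DNA content per nucleus was then quantified by Hoechst staining and fluorescence plate imaging.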
KB-3-1 tox: kills parental KB-3-1 adenocarcinoma cells. KB-3-1 viability, CellTiter-Glo ATP luminescence, 72 h. Potency, µM (doses to about 46.1 µM), without a hit: top-dose activity change, negative = cytotoxic, most hits filed as cytotoxic. 400,000 tested, 1.4% active; further: potency means the concentration at half of the fitted maximal effect; on the % scale 0 is the no-effect control and ±100 the full control effect; nearly all actives have a fitted effect of over 60% in size
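Here the drug-naive KB-3-1 line serves as comparator for MDR sub-line selectivity; cells received compound titrations, 72 h at 37 °C, then CellTiter-Glo readout.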
HT1080NT lethal: kills 2HG-producing HT-1080-NT fibrosarcoma cells | HT-1080-NT fibrosarcoma viability, CellTiter-Glo ATP luminescence, 48 h | 360,000 tested, 1.6% active | Potency, µM (top dose mostly 46.1 µM), inactives show at the highest dose activity, negative = less viability, most hits filed as cytotoxic | AID 686970;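 further: NT is the 2HG producing partner of a matched IDH1 knockdown line; potency means the concentration at half of the fitted maximal effect; 0% = DMSO-treated cells and -100% = media-only wells without cells; nearly all actives have a fitted effect of over 55% in size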
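Viability by CellTiter-Glo luminescence after 48 h compound exposure at 37C of HT-1080-NT cells (750/well, RPMI, 5% FBS). % activity scaled between DMSO wells and medium-only wells, then curve-fitted and categorized by curve class.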
D3 ag: D3 dopamine receptor (human) agonism | 410,000 tested, 0.58% active | P35462 | D3R DiscoveRx beta-arrestin cells, luminescence, 90 min | max activation, % | AID 652048; in the data active means max activation above about 30%; further: 0% is about no effect; mostly tested at two doses, the higher about 12 µM
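Cells at 1500/well, incubated overnight, then treated with pinned compounds (dopamine as control) for 90 min at 37 degrees C. DiscoveRx reagent added for 30 - 60 minutes at room temperature; luminescence read.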
GLP-1R agonist: GLP-1 receptor (human) agonism | HEK293 GLP-1R CRE-luciferase, luminescence, 4-6 h; cells express a hypersensitive GLP-1R form | Potency, µM (doses to about 45.6 µM), for inactives: at the top dose activation, actives largely listed as activators | 380,000 tested, 0.007% active; further: potency means the concentration at half of the fitted maximal effect; % of control where 0% means no effect
Target sequence (P43220 whole entry, looked up): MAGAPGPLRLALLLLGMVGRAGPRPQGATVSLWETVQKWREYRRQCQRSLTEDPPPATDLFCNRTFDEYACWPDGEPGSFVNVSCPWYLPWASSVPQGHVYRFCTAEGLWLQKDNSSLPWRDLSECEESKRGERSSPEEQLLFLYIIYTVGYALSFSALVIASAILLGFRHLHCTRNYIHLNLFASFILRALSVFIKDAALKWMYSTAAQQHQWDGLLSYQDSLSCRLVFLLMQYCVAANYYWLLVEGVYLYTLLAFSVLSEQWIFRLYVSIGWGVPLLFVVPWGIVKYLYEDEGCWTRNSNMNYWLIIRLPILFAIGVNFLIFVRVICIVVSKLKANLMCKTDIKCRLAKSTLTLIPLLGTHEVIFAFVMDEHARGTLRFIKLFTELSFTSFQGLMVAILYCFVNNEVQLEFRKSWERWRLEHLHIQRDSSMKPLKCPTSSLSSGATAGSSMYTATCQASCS
IL-1B inflam inh: inflammasome signaling inhibition, IL-1 beta readout. THP-1 LPS/ATP IL-1B secretion, AlphaLISA, 16 h; active compounds read low. activity change, % at 57.5 µM. 360,000 tested, 4.7% active. AID 743279; in the data active means activity change below about -50%; inconclusive means mostly about -30% to -49%; further: on the % scale 0 is the no-effect control and ±100 the full control effect
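THP-1 cells pretreated 1 hr with compounds (up to 57.5 uM final), then stimulated with LPS (250 ng/mL final) plus ATP (1.25 mM final); secreted IL-1B measured by AlphaLISA after 16 hr, decreased signal indicating inhibition.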
KB-V1 cytotox: KB-V1 MDR subline cytotoxicity; AID 1347076; Potency, µM (doses to about 46.1 µM), without a hit: at the top dose activity change, negative = cytotoxicity, actives largely listed as cytotoxic; 400,000 tested, 3.4% active; KB-V1 MDR cells viability, CellTiter-Glo, 72 h; further: potency means the concentration at half of the fitted maximal effect; on the % scale 0 is the no-effect control and ±100 the full control effect; nearly all actives have a fitted effect of over 60% in size
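Cytotoxicity toward P-gp-expressing KB-V1 cells was determined as loss of CellTiter-Glo luminescence after 72 h at 37 degrees C. Compounds were tested in quantitative HTS format across a concentration range, with curves fitted to normalized data.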
* = called active by the depositor; i = inactive; ? = inconclusive; . = no result given; & = joins results of further samples; [ ] = dose if it differs, or a comment. Unless noted, the call rests on the fitted dose curve; in most records, active means well fitted curve in the direction sought with a large enough effect; inconclusive means small, poorly fitted or top-dose-only effect, or another doubt; inactive means no such curve, though single readings can be large; an effect the other way counts as inactive or inconclusive.

item	smiles	D3 ag	KB-3-1 tox	IL-1B inflam inh	HT1080 IDH1KD tx	HT1080NT lethal	SW480 rereplic	KB-V1 cytotox	DRD3 antagonist	GLP-1R agonist
1	O=C(O)c1ccc(S(=O)(=O)c2ccc3c(c2)C(=O)N(c2ccccc2[N+](=O)[O-])C3=O)cc1	-1	0%	i	16%	4%	-3%	-1%	-13	-12%
2	CN(C)S(=O)(=O)c1cccc(NC(=O)COC(=O)c2cccc(S(=O)(=O)N3CCc4ccccc4C3)c2)c1	8	1%	39	-5%	1%	-7%	-20%	33	1%
3	Cc1cc(=O)[nH]c(CN2CCOCC2)n1	-11	5%	-27	3%	0%	4%	-21%	-13	1%
4	Cc1ccc(-c2cc(C(=O)N/N=C/C=C/c3ccco3)c3ccccc3n2)cc1C	-4	?	-20	?	-8%	11%	?	-14	-16%
5	COc1ccc(CC(=O)N(C)CC(=O)Nc2ccccc2C(F)(F)F)cc1S(=O)(=O)N1CCOCC1	-21	1%	-5	-1%	-7%	-2%	0%	5	3%
6	CCNC(=O)N(CCOC)CC1CCCN(C2Cc3ccccc3C2)C1 (stereo not given)	-11	9%	9	-3%	2%	1%	0%	-12	-5%
7	CCOC(=O)c1cnc(-c2ccccc2)nc1Oc1ccccc1	-3	13%	26	6%	0%	1%	1%	6	11%
8	CC(C)CNC(=O)C1Nc2ccc(C(F)(F)F)cc2C2C=CCC12 (stereo not given)	5	4%	7	2%	0%	2%	1%	1	5%
9	O=C(NCc1nnnn1-c1ccc(Cl)cc1)c1ccc(Br)o1	2	-1%	-7	5%	-1%	-2%	-24%	1	0%
10	COc1ccc(CCN2Cc3c(cccc3[N+](=O)[O-])C2=O)cc1OC	3	18%	-15	6%	24%	7%	15%	17	23%
11	CN(C)/C=C1\C=C2C(=O)c3ccccc3N2C1=O	5	0%	15	-22%	-14%	-2%	?	14	-3%
12	C[C@H](C(=O)CC(=O)OC(C)(C)C)[C@H](O)c1ccc(C(F)(F)F)cc1	7	0%	-14	-9%	11%	-1%	?	24	7%
13	CC(=O)N1CCCc2cc(S(=O)(=O)N3CCCC(C(=O)Nc4cccc(F)c4)C3)ccc21 (stereo not given)	-9&-4	?	2	-11%	-2%	-1%	0%&-27%	14	1%
14	Cc1ccc2c(c1)CCCN2CC(=O)N(C)c1c(N)n(Cc2ccccc2)c(=O)[nH]c1=O	5	0%	23	-8%	5%	-4%	-15%	-12	10%
15	COc1ccc2c(c1)C1NC(=S)NC(C)(O2)C1C(=O)Nc1ccccc1C (stereo not given)	-8	-2%	-1	0%	-1%	3%	1%	-11	-2%
16	CCn1c(SCC(=O)N2c3ccccc3CCc3ccccc32)nnc1-c1ccc(OC)cc1	-3	5%	5	20%	13%	2%	-14%	-5	-3%
17	CC(NC(=O)c1ccco1)C(=O)OC(C)C(=O)NCc1ccccc1 (stereo not given)	0	4%	7	15%	21%	-5%	10%	11	1%
18	C=CCSc1nc(NC)c2sccc2n1	-5	11%	-2	-4%	-2%	-3%	0%	-8	18%
19	CCOC(=O)C1C(=O)CC(C)(O)C(C(=O)OCC)C1c1ccc(C)s1 (stereo not given)	-2	3%	8	11%	9%	-13%	3%	-26	0%
20	CN(C)S(=O)(=O)c1ccc(NC(=O)C2CC3C=CC2C3)cc1 (stereo not given)	-3	0%	0	-10%	11%	30%	-34%	-6	8%
21	CN(CC(=O)Nc1cccc(F)c1)C(=O)c1cn(-c2ccccc2)nc1-c1ccc(Cl)cc1	-8	12%	-60*	?	21µM*	21%	-7%	-2	-6%
22	O=C(COc1ccc(Br)cc1Br)NC1CCS(=O)(=O)C1 (stereo not given)	6	-10%	-5	-3%	-11%	-90%[inhibitor]	-22%	13	1%
23	Cc1ccccc1-c1nsc(SCC(=O)NCc2ccc3c(c2)OCO3)n1	-3	1%	-9	-2%	5%	0%	-2%	-10	7%
24	CCCn1c(=O)[nH]c(=O)c2c1nc(-c1ccc(C#N)cc1)n2CCOC	1	9%	2	4%	10%	-22%	1%	-23	8%
25	O=C(Nc1cc(S(=O)(=O)N2CCOCC2)ccc1Cl)c1cc([N+](=O)[O-])ccc1Cl	-4	?	-97*	21µM*	9.2µM*	12µM*	?	?	-1%
26	Cc1c(C(=O)NCC(c2ccco2)N(C)C)oc2c(Cl)cccc12 (stereo not given)	-15	?	-3	7%	-3%	-1%	-12%	-27	13%
27	Cc1nc2c(C#N)c[nH]n2c(=O)c1Cc1ccccc1	-5	2%	0	9%	1%	29%	-18%	-17	9%
28	CC1S/C(=N/N=C2CCC(C(C)(C)C)CC2)NC1=O (stereo not given)	-12	-3%	51	-2%	0%	-4%	-4%	?	1%
29	CCOc1cccc(C(=O)Nc2ccc(N3CCCC3)cc2)c1	-15	?	-29	-24%	-7%	?	-12%	-14	31%
30	CN1CCN(c2ccc(Cl)cc2NC(=O)c2ccc(S(=O)(=O)N3CCCCCC3)cc2)CC1	-5	?	0	-10%	-1%	?	?	?	-5%
31	Cc1cc(C(=O)OC(C(=O)Nc2cccc(C(F)(F)F)c2)c2ccccc2)c(C)o1 (stereo not given)	2	-23%	0	?	?	0%	?	-22	-7%
32	CC(C)C(=O)Nc1cccc(NC(=O)CCN2C(=O)c3ccccc3S2(=O)=O)c1	-12	10%	3	?	4%	-25%	7%	-24	5%
33	COc1ccccc1N1CCN(S(=O)(=O)CCNC(=O)c2ccccc2Br)CC1	-5	-2%	8	-2%	-2%	-6%	-19%	-11	-3%
34	COc1ccc(C(=O)N2CCCc3ccccc32)cc1Br	-1	-2%	-3	7%	3%	-3%	?	11	-3%
35	CCCN(C(=O)CSc1nc(C2CC2)n(-c2ccccc2)n1)C1CCS(=O)(=O)C1 (stereo not given)	8	17%	-29	-4%	2%	-9%	-1%	-4	1%
36	Cc1ccc(N(CC(=O)NC2CC3CCC2C3)S(C)(=O)=O)cc1C (stereo not given)	5	2%	0	-4%	0%	-1%	-10%	21	15%
37	O=C(OCc1ccccc1)N1CCCCC1c1c(Cl)cccc1Br (stereo not given)	0	0%	19	?	-18%	.	27%	?	0%
38	Cc1cccc(NC(=O)/C=C/c2ccc(Cl)cc2)n1	-6	-13%	-3	?	-15%	.	16µM*	-14	-11%
39	CC(C)(C)c1ccc(-c2nnc(SCC(=O)NC3CC3)o2)cc1	-8	-6%	4	-3%	0%	-16%	-25%	-12	-6%
40	COC(=O)c1cccc(NC(=O)C23CC4CC(C2)CC(n2cncn2)(C4)C3)c1	0	15%	-4	-1%	-2%	-10%	21µM*	13	0%
41	Cc1nn(C2CC(O)C(O)C(CO)O2)c(=O)[nH]c1=O (stereo not given)	0	-5%	51	-3%	-2%	-4%	0%	28	1%
42	CCOC(=O)c1[nH]c2ccc(OC)cc2c1NC(=S)N1CCN(c2cccc(Cl)c2)CC1	0	6%	15	?	-29%	2%	0%	-1	-8%
43	CC(=O)c1ccc(NC(=O)CN2CCCC2)cc1	-22	2%	-13	3%	0%	-14%	2%	-6	10%
44	CC(Sc1ccc2ccccc2c1)C(=O)NC(N)=O (stereo not given)	2	-1%	-6	-12%	-1%	2%	7%	1	9%
45	Cn1ncc([N+](=O)[O-])c1C(=O)N/N=C/c1ccc(F)cc1	-7	0%	0	18%	10%	-2%	-1%	0	-1%
46	COc1cc(/C=N/N2CCN(Cc3ccccc3)CC2)cc(OC)c1OC(C)=O	-4	8%	15	6%	-1%	0%	4%	8	3%
47	CC(C)C(=O)c1cn(CC(=O)NCc2ccco2)c2ccccc12	6	0%	19	13%	6%	?	0%	20	6%
48	N#CCCn1cc(C(=O)CN2C(=O)NC3(CCCCCC3)C2=O)c2ccccc21	10	0%	0	-5%	-3%	5%	0%	20	0%
49	Cc1cccc2sc(N(CCCN3CCOCC3)C(=O)CS(=O)(=O)c3ccc(F)cc3)nc12	-23	-2%	-12	2%	-1%	-366%[inhibitor]	2%	-10	10%
50	Cc1c(NS(=O)(=O)c2ccc3[nH]c(=O)[nH]c3c2)c(=O)n(-c2ccccc2)n1C	-1	0%	5	-9%	-8%	4%	?	-11	-1%

Pulled by structure from the list above:
item	smiles	D3 ag	KB-3-1 tox	IL-1B inflam inh	HT1080 IDH1KD tx	HT1080NT lethal	SW480 rereplic	KB-V1 cytotox	DRD3 antagonist	GLP-1R agonist
49	Cc1cccc2sc(N(CCCN3CCOCC3)C(=O)CS(=O)(=O)c3ccc(F)cc3)nc12	-23	-2%	-12	2%	-1%	-366%[inhibitor]	2%	-10	10%
36	Cc1ccc(N(CC(=O)NC2CC3CCC2C3)S(C)(=O)=O)cc1C (stereo not given)	5	2%	0	-4%	0%	-1%	-10%	21	15%
40	COC(=O)c1cccc(NC(=O)C23CC4CC(C2)CC(n2cncn2)(C4)C3)c1	0	15%	-4	-1%	-2%	-10%	21µM*	13	0%
35	CCCN(C(=O)CSc1nc(C2CC2)n(-c2ccccc2)n1)C1CCS(=O)(=O)C1 (stereo not given)	8	17%	-29	-4%	2%	-9%	-1%	-4	1%

Screening results as filed in PubChem.
